Screening data as filed in PubChem.
Peg3 imprint: induces erasure of genomic imprints in mouse ES cells; AID 1948; Potency, µM (doses to about 60.7 µM), without a hit: top-dose activity change, positive = activation, hits mostly activators; mouse ES Peg3-LacZ reporter, beta-gal luminescence, 40 h; hit rate 0.02% among 110,000;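 note: 0% = negative control wells on the plate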
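Gelatin-coated wells received 300 freshly trypsinized female ES cells with a Peg3LacZ-Neo reporter on the maternal allele, then incubated 40 hours at 37C. BetaGlo was added for 5 minutes at room temperature before a single luminescence read.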
p53ts 32C kill: kills p53ts cells at the permissive temperature; H1299-p53A138V at 32C, ATP luminescence viability, 24 h; Potency, µM (titrated, usually from 46.1 µM), without a hit: at the highest dose activity change, negative = cytotoxicity, hits mostly cytotoxic; hit rate 0.93% among 130,000;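 note: 0% = DMSO and -100% = full killing by reference compound; nearly all actives have a fitted effect of over 55% in size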
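Cells: H1299 p53ts (A138V), 600/well, pre-incubated 16–30 h at 37C. Cpd up to 46 uM, 24 h, 32C. Readout: ATPlite luminescence, 20 min RT. Normalization: DMSO vs tamoxifen 100 uM. AC50 by Hill equation.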
IkB sig inh: inhibitors of IkB signaling in ABC-DLBCL cells; Potency, µM (top dose mostly 57.1 µM), for the others: at the top dose IkBa stabilization activation; ABC-DLBCL IkBa-CBG/CBR dual luciferase ratio, 4 h; response scale: scaled: untreated 0%, proteasome inhibitor 100%; hit rate 0.04% among 110,000; active = well fitted curve in the direction sought with a large enough effect in the signal ratio, not every such curve was filed as active; inconclusive = small, poorly fitted or top-dose-only effect, or a change in a side signal; the % refers to the signal ratio;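 note: the direction sought is a rising ratio; 0% = basal untreated cells and 100% = reference inhibitor full response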
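In this assay, an IκBα–CBG68 fusion accumulates when IKK-driven degradation is blocked; native CBR normalizes for cell number. OCI-Ly3 cells were treated 4 h with compound and doxycycline, then green and red light read after Chroma-Glo addition.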
p53ts 39C tox: cytotoxicity in p53ts cells at nonpermissive temperature; H1299-p53A138V viability at 39C, ATP luminescence, 24 h; Potency, µM (top dose mostly 46.1 µM), without a hit: at the top dose activity change, negative = cell killing, most hits filed as cytotoxic; hit rate 1.5% among 130,000; AID 902; note: nearly all actives have a fitted effect of over 55% in size
Starred values were filed as active, the others as inactive; u = inconclusive; x = not tested or not shown; [ ] = dose if it differs, or a comment. Unless noted, calls come from the whole dose curve; as a rule, active = well fitted curve in the direction sought with a large enough effect; inconclusive = small, poorly fitted or top-dose-only effect, or another doubt; inactive = no such curve, though single readings can be large; an effect the other way counts as inactive or inconclusive. Unless noted, % is set by controls: 0 for no effect and ±100 for the full control effect; potency is the fitted concentration of half-maximal effect.

Second line of a record – Peg3 imprint | p53ts 32C kill | IkB sig inh | p53ts 39C tox
> O=S(=O)(NC1CC1)c1ccc(S(=O)(=O)N2CCc3ccccc32)cc1
 : -16% | 8% | 8.1% | -1%
> COc1ccc(NC(=O)CN(C)S(=O)(=O)c2ccccc2)cc1OC
 : 2% | 3% | -2.8% | 3%
> Cc1ccccc1Cn1cnc2c(nnn2Cc2ccc(F)cc2)c1=O
 : 2% | 3% | -1.0% | 1%
> CN(C)c1ccc(C(=O)Nc2ccc(-c3nc4ccccc4o3)cc2)cc1
 : -8%[10.9 µM] | 4% | -1.6% | 3%
> Cc1ccc(OC(=O)CCc2c(C)nc3ncnn3c2C)cc1
 : -2% | -20% | -2.5% | 10%
> c1ccc2c(c1)nc1n2CCS1
 : -15% | -5% | 1.2% | -1%
> Cc1nc(NC(=O)c2c(-c3ccccc3)c(-c3ccccc3)nn(C)c2=O)sc1C
 : -4%[10.9 µM] | 11% | u | -12%
> NC(=O)c1nc(Nc2ccccc2)sc1NC(=O)c1ccccc1Br
 : 16%[10.9 µM] | 4% | u | -17%
> c1csc(-c2cnc3n2CCCC3)c1
 : -11% | -7% | 0.8% | -4%
> O=C(O)C1=C(C(=O)Nc2ccc(F)c(Cl)c2)CCCC1
 : x | 5% | 0.9% | 4%
> COc1ccc(C2=CC(c3ccc(Cl)cc3)n3cnnc3N2)cc1OC (stereo unspecified)
 : 2% | -18% | 3.3% | -29%
> O=S(=O)(c1ccc2c(c1)OCCO2)N1CCC(n2cnc3cc(F)ccc32)CC1
 : -17% | 14% | u | 3%
> COCCNC(=O)CC(NS(=O)(=O)c1ccc(C)cc1)c1ccco1 (stereo unspecified)
 : -6% | -2% | 2.5% | -4%
> Cc1cc2ccccc2n1CCNC(=O)c1ccc(F)cc1
 : 2%[10.9 µM] | -6% | u | -12%
> CCC(C)(C)NC(=O)C(c1cccnc1)N(CCOC)C(=O)Cn1nnc2ccccc21 (stereo unspecified)
 : -7% | -7% | -2.1% | -7%
> O=S(=O)(NCc1nc2cccnc2n1Cc1ccc(F)cc1)c1ccc2c(c1)CCCC2
 : -14%[10.9 µM] | -2% | u | -29%
> COc1ccc(OC)c(NS(=O)(=O)c2ccc(NC(=O)C3COc4ccccc4O3)cc2)c1 (stereo unspecified)
 : -12% | 15% | u | 7%
> CCOc1ccc(NC(=O)CSc2cc(C)c3ccccc3n2)cc1
 : -3%[10.9 µM] | 2% | -3.3% | 34%[activator]
> O=S(=O)(NC1CCCc2ccccc21)c1cnc[nH]1 (stereo unspecified)
 : 13% | 8% | 0.1% | -9%
> Cc1cc(=O)oc2ccc(OC(=O)c3cccc(S(=O)(=O)N4CCOCC4)c3)cc12
 : -30%[inhibitor] | 5% | -0.9% | 11%
> CCOC(=O)Nc1ccc2ncn(C)c(=O)c2c1
 : 11% | 5% | -1.2% | 0%
> CC12CCC(C(=O)N(CSC(=S)N/N=C\c3ccccc3Cl)C1=O)C2(C)C (stereo unspecified)
 : x | 9% | x | 0%
> C=CCn1c2ccccc2c2nnc(SCc3ccc4nonc4c3)nc21
 : 2% | 6% | -1.7% | -2%
> CC(=O)Oc1ccc2c(c1OC(C)=O)OCC1(O)Cc3c(cc(OC(C)=O)c(OC(C)=O)c3OC(C)=O)C21 (stereo unspecified)
 : -32%[inhibitor] | -16% | x | -26%
> COc1cc(OC)c(C(=O)CCCN2CCCC2)c(OC)c1
 : -3%[16.8 µM] | 0%[20.6 µM] | 2.0%[25.6 µM] | 3%[20.6 µM]
> Nc1ccc2c(c1)C(=O)c1ccccc1C2=O
 : -81%[inhibitor] | -15%[1.84 µM] | -7.0% | u
> O=C(c1ccc(Cl)cc1)C1CCN(C(=O)N2CCOCC2)CC1
 : -7% | 5% | 0.6% | -8%
> COc1ccccc1NC(=O)c1cc2ccc3cccnc3c2[nH]1
 : -12%[10.9 µM] | 10µM* | 15% | 7.9µM*
> C=CCNC(=O)C1CC(=O)N(c2ccc(OCC(=O)Nc3ccc(OC)cc3)cc2)C1 (stereo unspecified)
 : 2% | 4% | 0.9% | 4%
> O=C(c1cc2ccccc2oc1=O)N(Cc1cccs1)Cc1cccs1
 : x | -6% | x | 16%
> COc1ccc(OC)c(NC(=O)[C@H](Cc2ccccc2)N2Cc3ccccc3C2=O)c1
 : 8%[10.9 µM] | 2% | u | -21%
> COc1ccccc1NC(=O)c1ccc(COc2ccc3c(c2)CCC3)cc1
 : x | 1% | x | 64%[activator]
> CC1CCCCN1Cc1nc2c(c(=O)n(C)c(=O)n2C)n1Cc1ccc(Br)cc1 (stereo unspecified)
 : 12%[10.9 µM] | 1% | -0.6% | 14%
> CCOc1ccc(CCNC(=O)CCc2c(C)nc3c(c(C)nn3-c3ccc(C)c(C)c3)c2C)cc1
 : -2%[10.9 µM] | 0% | u | 0%
> COc1ccc(-c2nc3sc(CCNC(=O)Cc4ccc(F)cc4)c(C)n3n2)cc1
 : 10%[10.9 µM] | 1% | u | -23%
> CCOC(=O)C1=C(C)N(CCO)C(=O)NC1c1ccccc1 (stereo unspecified)
 : 4% | -3% | 4.5% | 2%
> Cc1cccn2cc(CNC(=O)c3ccco3)nc12
 : 4% | -9% | -0.1% | -12%
> Cc1ccc(C(=O)O)cc1S(=O)(=O)N1CCSCC1
 : x | -4% | 1.8% | -8%
> CCCCNC(=O)CN1CCN(c2ncc(NC(=O)c3ccc(Cl)cc3)cc2C(=O)O)CC1
 : 10%[10.9 µM] | -1% | -1.0% | 2%
> Cc1ccc(-c2onc(C)c2C)cc1S(=O)(=O)N1CCOc2ccc(Cl)cc21
 : -13%[10.9 µM] | -9% | -0.1% | -10%
> COc1cccc(C(=O)Nc2cnc(NC(=O)c3ccco3)cc2C)c1
 : 6% | -2% | 5.5% | 8%
> Cc1ccc(NC(=O)Cn2c(=O)oc3ccccc32)cc1Cl
 : -8%[10.9 µM] | 14% | 5.3% | -2%
> N#Cc1c(-c2ccco2)cc(-c2ccc(F)cc2)nc1N
 : -6% | -10% | 2.9% | -15%
> Cc1cccc(OCc2nc(CC(=O)Nc3ccc(Cl)cc3)cs2)c1
 : 5%[10.9 µM] | -4% | u | 16%
> COCC(=O)N1CCC2(CC1)CCN(c1cccc(-c3ccccc3)c1)CC2
 : x | -13% | -0.3%[11.4 µM] | -12%
> COc1ccc(-c2cc(C(F)F)n3ncc(C(=O)NCC4CCCO4)c3n2)cc1 (stereo unspecified)
 : -12% | -2% | -1.4% | 20%
> O=S(=O)(NCc1ccccn1)c1ccc2c(c1)OCCO2
 : -6% | 7% | -0.9% | 4%
> CCOC(=O)CSc1nc2c(sc(=S)n2CCc2ccccc2)c(=O)n1Cc1ccco1
 : -18% | -2% | 5.1% | 6%
> CCOC(=O)c1c(C)c(C(=O)NCc2ccc3c(c2)OCO3)c(C)n1C
 : -16% | 10% | -1.1% | 2%
> COC(=O)C1=C(C)NC(=O)NC1c1cn(-c2ccccc2)nc1-c1ccc(OC)c(Br)c1 (stereo unspecified)
 : -13%[10.9 µM] | 15% | u | 4%
> CCCCNc1nc(C)nc2c1nc(-c1ccccc1)n2C1CCN(Cc2ccccc2)C1 (stereo unspecified)
 : -14% | -14% | x | -26%
> COc1ccc(OC)c(C2N(c3ccccn3)C(=O)C3CCCN32)c1 (stereo unspecified)
 : -19% | -10% | 1.6% | -12%
> CCC/C=C(\CCC)C(NS(=O)(=O)c1ccc(C(F)(F)F)cc1)c1ccccc1 (stereo unspecified)
 : -22% | 26% | x | -7%
> Cc1ccc(NC(=O)c2nc(-c3ccncc3)no2)c(Cl)c1
 : -9%[10.9 µM] | 1% | -0.5% | u
> Clc1ccc(C2CC(c3ccco3)n3ncnc3N2)cc1Cl (stereo unspecified)
 : -4% | 2% | 5.2% | -6%
> O=C(Cc1cccs1)Nc1cccc(C(=O)Nc2ccco2)c1
 : -8% | -11% | 3.4% | 2%
> CC(=O)c1ccsc1B(O)O
 : -6% | -16% | x | 3%
> FC(F)(F)c1cc(-c2cccs2)nc(N2CCOCC2)n1
 : -13% | 0% | -1.6% | 6%
> O=C(CSc1oc(-c2ccc(F)cc2)nc1S(=O)(=O)c1ccc(F)cc1)NCC1CCCO1 (stereo unspecified)
 : -10% | 2% | 0.3% | u
> CCC(=O)N1c2ccc(S(=O)(=O)CCC(=O)N3CCN(c4cc(C)ccc4C)CC3)cc2CC1C (stereo unspecified)
 : -9%[10.9 µM] | -3% | -0.3% | 1%

Carrying on.
Second line of a record – Peg3 imprint | p53ts 32C kill | IkB sig inh | p53ts 39C tox
> CS(=O)(=O)Nc1cccc2cccnc12
 : -17% | 8% | 11% | 6%
> CCN(CC)c1nn2c(=O)c(C(=O)NCc3cccc(C)c3)cnc2s1
 : -9%[10.9 µM] | -5% | -3.2% | -1%
> CCOC(=O)c1cnc(-n2cc(C)cn2)nc1Nc1ccccc1OCC
 : -6% | -26% | -0.5% | u
> O=C1c2ccccc2C(=O)N1OCCOCCOCCON1C(=O)c2ccccc2C1=O
 : 4% | -3% | 3.0% | -5%
> CCOC(=O)c1sc(NC(=O)CSc2nnc3c4ccccc4n(CC)c3n2)nc1C
 : -4% | 32%[activator] | -0.4% | 6%
> CCc1ccccc1NC(=O)c1cc2sccc2n1C
 : -14% | -9% | 0.5% | 1%
> CCN(CC)S(=O)(=O)c1ccc2c(c1)N(CC(=O)Nc1c(C)cc(C)cc1C)C(=O)C1CCCN21 (stereo unspecified)
 : -5%[10.9 µM] | 11% | -0.9% | 2%
> COc1cc2c(cc1OC)C(COc1ccccc1OC)N(C(=O)c1ccc(S(=O)(=O)N(C)C)cc1)CC2 (stereo unspecified)
 : -18%[10.9 µM] | -7% | -1.0% | 0%
> O=C(CSc1nc2c([nH]c3ccccc32)c(=O)n1-c1ccccc1)N1CCCCCC1
 : 24%[10.9 µM] | -6% | 2.2% | u
> N[C@@H](CSC1(c2ccc(Cl)cc2)c2ccccc2-c2ccccc21)C(=O)O
 : -1%[10.9 µM] | 7%[9.22 µM] | 2.7%[11.4 µM] | 4%[9.22 µM]
> CCOC(=O)C(CC)N1CCN(Cc2ccc(F)cc2)C(=O)C1=O (stereo unspecified)
 : -5%[10.9 µM] | -2% | 2.3% | -14%
> O=C(O)CSc1nc2ccccc2nc1N1CCCCC1
 : -9%[10.9 µM] | 8% | 3.9% | -2%
> N#C/C(C(=O)Oc1ccccc1)=C1\C=CC=CN1
 : -34%[inhibitor] | -14% | 0.3% | -11%
> COc1ccc(N(CC(=O)N2CCCCC2)S(=O)(=O)c2ccc(OC)c(OC)c2)cc1
 : -11%[10.9 µM] | -3% | -1.1% | 17%
> COc1ccc(Nc2sc(C(=O)c3ccccc3)c(N)c2C(=O)Nc2cc(C)ccc2C)c(OC)c1
 : -4%[10.9 µM] | -13% | u | -38%
> O=C(NCCc1ccccc1)C1CCC(CNS(=O)(=O)c2ccccc2)CC1 (stereo unspecified)
 : -19%[10.9 µM] | 20% | -0.2% | -18%
> CCn1cc(/C=C(\NC(=O)c2ccccc2Cl)C(=O)NCCCn2ccnc2)c2ccccc21
 : -14%[10.9 µM] | -2% | u | -15%
> COc1cccc(Cn2c(Oc3cc(C)cc(C)c3)nc3c2c(=O)n(C)c(=O)n3C)c1
 : -9%[10.9 µM] | -4% | 8.6% | -7%
> CC1CCc2nc(N)c(C#N)c(-c3cccn3C)c2C1 (stereo unspecified)
 : -3% | 9% | 3.3% | -2%
> Fc1ccc(-n2cc(-c3ccccc3)c3c(NC4CCCCC4)ncnc32)cc1
 : -21%[10.9 µM] | 9% | -0.9% | -18%
> COc1ccc(S(=O)(=O)N(CC(=O)Nc2ccc(OC)cc2OC)c2ccc(Cl)cc2)cc1
 : -18%[10.9 µM] | 15% | u | u
> CCn1cc(C(=O)N2CCN(c3cccc(Cl)c3)CC2)c(=O)c2cc(S(=O)(=O)N3CCC(C)CC3)ccc21
 : 10%[10.9 µM] | 13% | u | 1%
> CCOC(=O)c1cc(C)n(CC2CCC(C(=O)Nc3ccc(C)c(F)c3)CC2)c1C (stereo unspecified)
 : -12%[10.9 µM] | 23% | u | -7%

For convenience, some entries already given:
Second line of a record – Peg3 imprint | p53ts 32C kill | IkB sig inh | p53ts 39C tox
> CS(=O)(=O)Nc1cccc2cccnc12
 : -17% | 8% | 11% | 6%
> CCN(CC)c1nn2c(=O)c(C(=O)NCc3cccc(C)c3)cnc2s1
 : -9%[10.9 µM] | -5% | -3.2% | -1%
> CCOC(=O)c1cnc(-n2cc(C)cn2)nc1Nc1ccccc1OCC
 : -6% | -26% | -0.5% | u
